Bioassay records from PubChem.
3CLpro inhibitor = SARS-CoV 3CLpro protease inhibition | P0C6X7 | recombinant SARS-CoV 3CLpro, quenched FRET peptide cleavage | inhibition, % at 6 µM | 290,000 compounds, 0.14% hits | AID 1706; in the data active = inhibition above about 12%
Yp Topo-I inh = blocks Yersinia pestis topoisomerase I activity; activity, % at 10 µM; Y. pestis Topo-I cleavage product accumulation, plate reader; 360,000 compounds, 0.064% hits; in the data active = activity above about 50%, passing the limit was not always enough; also: inactives centre near 2
VHR inh abs = inhibitors of human VHR1 phosphatase (DUSP3); recombinant VHR phosphatase, pNPP absorbance; inhibition, % at 13.3 µM; 290,000 compounds, 0.52% hits; in the data active = inhibition above about 50%; also: some compounds called inactive have numbers as strong as hits
Target sequence (P51452 whole entry, looked up): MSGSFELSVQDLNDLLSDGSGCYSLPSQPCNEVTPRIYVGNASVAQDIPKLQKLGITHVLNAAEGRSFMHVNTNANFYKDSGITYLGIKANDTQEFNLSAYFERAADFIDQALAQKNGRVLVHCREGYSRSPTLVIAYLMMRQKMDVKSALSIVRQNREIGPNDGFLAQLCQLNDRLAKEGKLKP
SSB-PriA inh = blocks PriA binding to SSB C-terminal tail | 430,000 compounds, 0.6% hits | inhibition, % at 33 µM | AlphaScreen SSBct-PriA binding, biotinylated peptide | AID 1272365; in the data active = inhibition mostly above about 37%, no sharp cut-off; inactive = mostly below about 20%;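 also: plate controls were negative control peptide for no effect and reference peptide for full effect; strong numbers were not always called active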
TcdB inh = blocks C. difficile toxin B glycohydrolase activity; TcdB glycohydrolase enzymatic assay, plate reader; 350,000 compounds, 0.24% hits; AID 652162; inhibition, % at 9.99 µM; in the data active = inhibition above about 10%
MazF activator = increases E. coli MazEF RNase cleavage of RNA. FAM/BHQ RNA-DNA oligo cleavage fluorescence, 5 h. activation, % at 20 µM. 350,000 compounds, 0.32% hits; in the data active = activation above about 50%
Target sequence (P0AE70 whole entry, looked up): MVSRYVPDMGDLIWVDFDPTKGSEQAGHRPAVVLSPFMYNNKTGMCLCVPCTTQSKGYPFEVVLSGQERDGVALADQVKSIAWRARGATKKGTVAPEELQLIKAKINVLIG
Anthrax LF inh2 = inhibitors of Bacillus anthracis lethal factor protease | P15917 | multiplex microsphere protease cleavage assay, LF | inhibition, % at 10 µM | 360,000 compounds, 0.12% hits; in the data active = inhibition above about 30%; also: plate controls were buffer without enzyme for full effect and enzyme alone for no effect
Rv3671c inh = inhibitors of M. tuberculosis serine protease Rv3671c. P9WHR9. inhibition, % at 5.96 µM. 320,000 compounds, 0.048% hits. AID 2606; in the data active = inhibition above about 38%;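 also: extracellular domain of Rv3671c used as enzyme; 0% = enzyme with DMSO and 100% = no enzyme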
Target sequence (P9WHR9 whole entry, looked up, the tested form may be a part): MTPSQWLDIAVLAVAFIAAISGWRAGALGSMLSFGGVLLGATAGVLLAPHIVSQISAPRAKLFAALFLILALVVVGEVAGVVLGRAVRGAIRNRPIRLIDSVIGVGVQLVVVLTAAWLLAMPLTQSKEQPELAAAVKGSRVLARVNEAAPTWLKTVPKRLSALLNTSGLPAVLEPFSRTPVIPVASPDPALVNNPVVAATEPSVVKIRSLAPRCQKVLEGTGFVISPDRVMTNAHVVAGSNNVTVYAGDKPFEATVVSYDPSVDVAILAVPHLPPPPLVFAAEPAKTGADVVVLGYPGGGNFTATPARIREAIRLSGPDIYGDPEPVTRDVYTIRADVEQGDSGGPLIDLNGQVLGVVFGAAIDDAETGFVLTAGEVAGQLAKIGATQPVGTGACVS
BH1578 lux ind = induces V. cholerae light production without autoinducers; V. cholerae BH1578 lux reporter, luminescence, 6 h; activation, % at 18.7 µM; AID 588436; 350,000 compounds, 0.16% hits; in the data active = activation mostly above about 9.7%, no sharp cut-off; also: not every result past the cut was called active; inactives centre near 0; reference of the scale not given here
PfHsp40 yeast = restores yeast growth despite PfHsp40 toxicity; 340,000 compounds, 0.68% hits; growth rescue, % at 12.5 µM; S. cerevisiae expressing PfHsp40, growth rescue, ATP luminescence; in the data active = growth rescue above about 28%, passing the limit was not always enough;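 also: yeast W303a lacking pdr1 and pdr3 grown in galactose medium; growth measured after three days at 30 °C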
The depositor's hits bear a star; i = inactive; . = not tested or not shown; & = joins results of further samples. An excerpt; the hit share may differ from the screen's.

SMILES | 3CLpro inhibitor | Yp Topo-I inh | VHR inh abs | SSB-PriA inh | TcdB inh | MazF activator | Anthrax LF inh2 | Rv3671c inh | BH1578 lux ind | PfHsp40 yeast
O=C(NCCc1ccc(O)cc1)c1ccc(Cl)cc1 | -3 | -1 | 2 | -7 | . | 5 | -4 | -6 | i | -0.6
Cc1ccc(N2CCN(S(=O)(=O)N3CCCCC3)CC2)cc1C | -2 | 2 | 3 | -13 | 2.2 | 11 | -2 | -4 | -0.8 | 0.8
COc1ccc(C)cc1N(CC(=O)NC1CCCC1)C(=O)CCC(=O)Nc1cc(C)on1 | 0 | 8 | 21 | -9 | . | -3 | 1 | 4 | -0.2 | -1.0
O=c1c2ccccc2nc(-c2ccc(Cl)cc2Cl)n1CCCn1ccnc1 | 0 | -2 | 41 | 22 | . | -2 | 1 | 2 | i | 3.0
CCN(CC)c1ccc(NC(=O)CCc2nnc3ccc(N4CCCC4)nn23)c(C)c1 | 2 | 18 | 33 | 5 | -3.1 | 4 | -10 | -2 | -0.1 | -0.5
O=C(Cc1ccccc1)NNS(=O)(=O)c1ccc([N+](=O)[O-])cc1 | 4 | -1 | 2 | -5 | -1.3 | 1 | 0 | -9 | -0.9 | 0.4
COc1ccc(NC(=S)NCCCc2ccccc2)cc1 | 0 | 4 | -5 | 0 | 1.5 | -6 | 0 | 8 | -0.2 | 2.2
O=C(CN1CCN(CCO)CC1)Nc1ccc(Cl)cc1C(=O)c1ccccc1 | -9 | 10 | 22 | 0 | . | 8 | 0 | 0 | -2.9 | 0.0
COc1ccc(N=C2SCC(=O)N2Cc2ccccc2)cc1 | 1 | -2 | 8 | -29 | 2.5 | -16 | 0 | -8 | -0.3 | -0.5
O=C(Cn1c(=O)c2c3c(sc2n(Cc2ccccc2)c1=O)CCCC3)NCCO | -4 | 4 | 85 | -8 | 0.9 | 2 | 6 | -10 | 0.9 | -0.3
Cc1cc(=O)[nH]c(Nc2cccc(Cl)c2C)n1 | 1 | 0 | 4 | -6 | 0.2 | 5 | 3 | 4 | -1.0 | 2.7
COC(=O)c1sc(N2CCN(Cc3ccccc3)CC2)nc1N | -2 | 19 | . | -14 | 0.3 | 3 | 1 | 3 | -0.8 | 4.6
O=C(NCc1ccco1)c1ccc(NC(=O)C2COc3ccccc3O2)cc1 (centres undefined) | 7 | 3 | -19 | -4 | . | 1 | -1 | 3 | -3.6 | 5.0
CCOc1cc(C(=O)N[C@@H](C)C(=O)N2CCC3(CC2)NCCc2[nH]cnc23)cc(OCC)c1OCC | 5 | -2 | 10 | 11 | 1.2 | -2 | -2 | -7 | -2.1 | -1.2
CCCc1cc(NCCCN(C)C)n2c(nc3ccccc32)c1C#N | 0 | -2 | . | -11 | 0.5 | 3 | -7 | 5 | -0.9 | -2.9
CN(C)CCNC(=O)/C(=C/c1ccc(-c2cccc([N+](=O)[O-])c2)o1)NC(=O)c1ccccc1 | 2 | -25 | 1 | 9 | . | 24 | -1 | -3 | -0.2 | 0.0
CC(=O)c1cccc(NC(=O)C2C3C=CC(C4CC34)C2C(=O)O)c1 (centres undefined) | 1 | -8 | -12 | -5 | . | 7 | 0 | -2 | -0.8 | 0.0
CSCCC(NS(=O)(=O)c1cccs1)C(=O)NCc1ccc(C)cc1 (centres undefined) | 0 | -9 | -8 | -10 | 0.1 | 3 | -3 | -34 | i | -0.1
CC(OC(=O)Cc1n[nH]c(=O)c2ccccc12)C(=O)Nc1cccc([N+](=O)[O-])c1 (centres undefined) | 1 | 4 | 1 | -1 | 1.7 | 0 | -4 | 10 | -0.7 | 1.1
COc1ccc(NC(=O)C2CCCCN2S(=O)(=O)c2ccc(F)cc2)c(OC)c1 (centres undefined) | 2 | 0 | -4 | -13 | . | -2 | -1 | 1 | i | -0.1
COc1cccc(-n2nc(-c3ccnn3-c3cccc(Cl)c3)c(=O)n(C)c2=O)c1 | 2 | 12 | -7 | 0 | -4.0 | 8 | -20 | 4 | i | 0.3
CC1CCCN(Cc2nc3c(c(=O)n(C)c(=O)n3C)n2CCc2ccccc2)C1 (centres undefined) | 1 | 4 | -1 | 8 | . | 7 | 2 | 5 | . | -1.1
COC(=O)c1ccccc1NC(=O)CNc1cc(OC)c(OC)cc1C | 1 | -3 | -3 | 29 | 0.1 | 8 | -4 | 0 | -0.2 | -0.2
Cc1cccc(C(=O)Nc2nnc(S(=O)(=O)N3CCC(C)CC3)s2)c1 | -4 | 4 | 14 | -8 | 2.0 | -2 | -2 | -1 | -0.8 | 0.5
COc1ccc(CC(=O)Nc2ccc(/C(C)=N/NC(=O)c3cccc([N+](=O)[O-])c3)cc2)cc1 | -3 | 4 | 0 | . | . | 9 | -3 | 1 | -6.7 | -0.7
SMILES | 3CLpro inhibitor | Yp Topo-I inh | VHR inh abs | SSB-PriA inh | TcdB inh | MazF activator | Anthrax LF inh2 | Rv3671c inh | BH1578 lux ind | PfHsp40 yeast
CN(C(=O)CSc1nnc(Nc2ccccc2)s1)C1CCS(=O)(=O)C1 (centres undefined) | -1 | -1 | 12 | -3 | . | 9 | 3 | -6 | -5.6 | 0.2
CC(=O)/C(=N\Nc1ccccc1Cl)Sc1nnc(-c2ccccc2)n1-c1ccccc1 | -1 | 13 | 28 | . | . | -5 | -1 | -6 | -0.7 | -0.6
CC(=O)Nc1ccc(NC=C(C#N)C#N)cc1 | 5 | 1 | 10 | -7 | 0.6 | 5 | -1 | -4 | i | 0.5
COc1cc(CC(=O)OCC(=O)Nc2ncc(Cl)cc2Cl)cc(OC)c1OC | -1 | -3 | 32 | -8 | . | -1 | 2 | 2 | -0.5 | 1.1
CS(=O)(=O)c1ccc(Nc2nc(C(N)Cc3ccc(Cl)cc3)cs2)cc1 (centres undefined) | . | -13 | . | . | 0.6 | . | -4 | . | -0.9 | .
CCOC(=O)Cc1csc(/C(=N/O)C(N)=O)n1 | -3 | -3 | -17 | . | . | -24 | -1 | 0 | i | -1.4
O=C(CN1CCCCC1)Nc1nc(-c2ccccc2)cs1 | -4 | 7 | 6 | -3 | 0.2 | 11 | 2 | -12 | i | -1.5
Cc1sc(-c2c(C#N)c(N)nc3c2CCCCCC3)cc1[N+](=O)[O-] | . | 5 | . | -10 | 1.2 | 11 | -7 | 0 | -0.4 | 0.3
Cc1cc(C(=O)NN)c(Cl)cc1Cl | 2 | 3 | 17 | -10 | 0.3 | 2 | -6 | -13 | 1.1 | 0.1
CCc1ccc(NC(=O)CC2C(=O)N(c3cccc(OC)c3)C(=O)N2CCOC)cc1 (centres undefined) | 1 | -3 | 25 | -2 | 1.2 | 3 | 5 | 2 | -0.4 | -0.5
CCOC(=O)c1ccccc1OCc1cc(/C=N/NC(=O)c2ccncc2)ccc1OC | -1 | 32 | 13 | i | 0.8 | 11 | . | -28 | -0.9 | 0.9
C=CCn1c(C(CC)CC)nc2ccccc21 | 1 | -5 | -15 | -2 | 0.8 | 12 | -16 | 3 | i | .
COc1ccccc1S(=O)(=O)N(C)C[C@@H]1OCc2cnnn2CCCC(=O)N([C@@H](C)CO)C[C@H]1C | . | -8 | . | . | 0.9&-14 | 8 | -4 | . | -0.4 | .
c1ccc(CCn2nnnc2CN2CCN(C3CCCC3)CC2)cc1 | 0 | 5 | -1 | -13 | . | 1 | 0 | 0 | i | -0.2
Cc1noc(NS(=O)(=O)c2ccc(NC(=O)CSc3nc4c(cc3C#N)CCCCC4)cc2)c1C | 0 | 22 | 18 | -2 | . | 7 | -2 | 1 | -0.1 | -0.2
COc1ccccc1N1CCN(C(=O)Oc2ccccc2)CC1 | -3 | 4 | 7 | 0&0 | . | 2 | -4 | 5 | i | 0.9
CCCCCCOc1ccc(/C=N/NC(=O)C2CC2)cc1 | 3 | 4 | 11 | . | -1.3 | 1 | 0 | . | -0.3 | -0.5
Cc1ccccc1CNC(=O)C1CCCN(c2nnc(C)c3c(C)n(-c4ccccc4)nc23)C1 (centres undefined) | -3 | 16 | 21 | -8 | 0.2 | 12 | -2 | -4 | -1.9 | 0.7
COc1ccc(C2/C=C\CN(S(=O)(=O)c3ccc(C)cc3)[C@H](Cc3ccccc3)C(=O)N2Cc2ccc(F)cc2)cc1 (some centres undefined) | . | 4 | -4 | 3 | . | -8 | -4 | -28 | -0.2 | 1.1
C=CCNC(=O)/C(=C\c1ccc(OC)cc1)NC(=O)c1ccc([N+](=O)[O-])cc1 | -1 | -6 | 15 | -4 | 0.8 | 7 | -1 | -14 | i | -1.6
C[C@@H](NC(=O)c1nc[nH]c1C(=O)NCc1ccc(CNC(=O)OC(C)(C)C)cc1)c1ccccc1 | . | 3 | . | 4 | -11 | 4 | 3 | -8 | i | 4.1
Cc1ccccc1-n1c(SCC(=O)Nc2ccccc2Cl)nc2n[nH]c(C)c2c1=N | 2 | 18 | 73 | -2 | 0.1 | -5 | 3 | -40 | -2.6 | 1.2
CCOc1ccc(OCC)c(NC(=O)C2CCN(c3nn4c(=O)cc(C)nc4s3)CC2)c1 | 1 | 3 | -8 | -4 | . | -3 | 4 | 7 | i | -0.2
COc1ccc(-c2oc3ncn4nc(Cc5ccccc5)nc4c3c2-c2ccc(OC)cc2)cc1 | 0 | 0 | -1 | -18 | . | -7 | -2 | -3 | -0.7 | -0.3
CC(c1ccon1)N(C)Cc1c(C(=O)N(C)Cc2ccccc2)nc2ccccn12 (centres undefined) | -1 | 16 | 4 | -18 | 1.1 | -1 | -3 | 14 | 2.0 | 0.6
CCc1ccccc1NC(=O)N1C2CCCC1CC(NC(=O)C(C)(C)C)C2 (centres undefined) | 6 | 6 | 21 | -11 | . | 7 | -12 | 2 | -0.5 | -1.2

Quoted from above (11 entries):
SMILES | 3CLpro inhibitor | Yp Topo-I inh | VHR inh abs | SSB-PriA inh | TcdB inh | MazF activator | Anthrax LF inh2 | Rv3671c inh | BH1578 lux ind | PfHsp40 yeast
COc1ccccc1N1CCN(C(=O)Oc2ccccc2)CC1 | -3 | 4 | 7 | 0&0 | . | 2 | -4 | 5 | i | 0.9
CCCCCCOc1ccc(/C=N/NC(=O)C2CC2)cc1 | 3 | 4 | 11 | . | -1.3 | 1 | 0 | . | -0.3 | -0.5
Cc1ccccc1CNC(=O)C1CCCN(c2nnc(C)c3c(C)n(-c4ccccc4)nc23)C1 (centres undefined) | -3 | 16 | 21 | -8 | 0.2 | 12 | -2 | -4 | -1.9 | 0.7
COc1ccc(C2/C=C\CN(S(=O)(=O)c3ccc(C)cc3)[C@H](Cc3ccccc3)C(=O)N2Cc2ccc(F)cc2)cc1 (some centres undefined) | . | 4 | -4 | 3 | . | -8 | -4 | -28 | -0.2 | 1.1
C=CCNC(=O)/C(=C\c1ccc(OC)cc1)NC(=O)c1ccc([N+](=O)[O-])cc1 | -1 | -6 | 15 | -4 | 0.8 | 7 | -1 | -14 | i | -1.6
C[C@@H](NC(=O)c1nc[nH]c1C(=O)NCc1ccc(CNC(=O)OC(C)(C)C)cc1)c1ccccc1 | . | 3 | . | 4 | -11 | 4 | 3 | -8 | i | 4.1
Cc1ccccc1-n1c(SCC(=O)Nc2ccccc2Cl)nc2n[nH]c(C)c2c1=N | 2 | 18 | 73 | -2 | 0.1 | -5 | 3 | -40 | -2.6 | 1.2
CCOc1ccc(OCC)c(NC(=O)C2CCN(c3nn4c(=O)cc(C)nc4s3)CC2)c1 | 1 | 3 | -8 | -4 | . | -3 | 4 | 7 | i | -0.2
COc1ccc(-c2oc3ncn4nc(Cc5ccccc5)nc4c3c2-c2ccc(OC)cc2)cc1 | 0 | 0 | -1 | -18 | . | -7 | -2 | -3 | -0.7 | -0.3
CC(c1ccon1)N(C)Cc1c(C(=O)N(C)Cc2ccccc2)nc2ccccn12 (centres undefined) | -1 | 16 | 4 | -18 | 1.1 | -1 | -3 | 14 | 2.0 | 0.6
CCc1ccccc1NC(=O)N1C2CCCC1CC(NC(=O)C(C)(C)C)C2 (centres undefined) | 6 | 6 | 21 | -11 | . | 7 | -12 | 2 | -0.5 | -1.2
